Assay outcomes (PubChem BioAssay)
Abeta rescue – restores growth of yeast expressing A-beta42 peptide; yeast expressing A-beta42, growth rescue, OD600, 48 h; response scale: 0% DMSO, 100% iron-clioquinol control; Potency, µM (top dose mostly 46.1 µM), for the others: at the highest dose growth rescue, most hits filed as activators; 410,000 tested, 0.063% active; AID 1347071; note: nearly all actives have a fitted effect of over 55% in size
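Yeast A-beta toxicity model in growth medium with pinned compounds, 48 h at 30 C; growth read as absorbance at 600 nm. Normalized to FeCl3/clioquinol equimolar mix (positive) and DMSO (negative).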
FUS suppressor – rescues growth of FUS-expressing yeast | S. cerevisiae FUS-expressing, growth rescue, OD600, 24 h | Potency, µM (doses to about 76.6 µM), inactives show at the highest dose growth rescue (activation), usual class: activators | 390,000 tested, 0.24% active | AID 1347120;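 note: plate controls were DMSO vehicle for no effect and reference control for full effect; nearly all actives have a fitted effect of over 55% in size; some results filed as inactive show a strong effect at the top dose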
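S. cerevisiae expressing FUS from galactose induction served as the toxicity model. Growth after 24hr at 30C, read as absorbance at 600 nm, indicates suppression of toxicity; compounds dosed at several concentrations.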
Starred values were filed as active, the others as inactive; u = inconclusive; [ ] = dose if it differs, or a comment. Calls come from the whole dose curve; as a rule, active = well fitted activation curve with a large enough effect; inconclusive = small, poorly fitted or top-dose-only effect; inactive = no such curve, though single readings can be large or run the other way. Potency is the fitted concentration of half-maximal effect. A portion of the library. The share of hits here may be higher or lower than overall.

SMILES | Abeta rescue | FUS suppressor
Oc1ccccc1-c1nc2cnccn2c1Nc1ccc(Cl)cc1 | -9% | u
CSc1ccc(CNCc2c(C(=O)O)c(C)n(Cc3ccc(F)cc3Cl)c2C)cc1 | 10% | 13%
Cc1ccc(S(=O)(=O)c2nc(-c3ccccc3)oc2N2CCCCCC2)cc1 | -5% | 19%
Cc1ccc(-c2ccc(=O)n(CC(=O)NC(C)c3ccccc3)n2)cc1 (stereo not drawn) | 1% | -5%
Cc1ccc(S(=O)(=O)NCCc2csc3nc(-c4ccccc4F)nn23)cc1C | -12% | 31%
COc1ccc(C2C(C(=O)Nc3ccccc3)=C(C)Nc3nc(-c4ccccc4)nn32)cc1OC (stereo not drawn) | 1% | 37%
Cc1nc2c(-c3ccccc3)c(C)nn2c(C)c1CCC(=O)Nc1ccccc1F | -6% | 30%
C=C(C)Cn1c(SCC(=O)c2ccccc2)nc2sc3c(c2c1=O)CCCC3 | -4% | 6%
Cc1ccc2nc3c(cc(C#N)c(=O)n3-c3nnc(SCc4ccccc4)s3)c(=O)n2c1 | -11% | -15%
CCOc1ccc(CCNC(=O)c2cc3c(=O)n(C)c4ccccc4c3s2)cc1OCC | -19% | -15%
COc1ccc(CCNC(=O)Cn2cc(C(=O)c3ccccc3)c(=O)c3ccc(C)nc32)cc1OC | -20% | 9%
CCCn1c(=N)c(C(=O)NC(C)c2ccccc2)cc2c(=O)n3ccccc3nc21 (stereo not drawn) | 4% | 14%
COc1ccc(-c2ccc(CCC(=O)O)n2CC(=O)Nc2cccc(Cl)c2C)cc1 | -14% | 33%
CCCCOc1ccc(NC(=O)CSc2ccc(C(=O)O)cn2)cc1 | 1% | 20%
Cc1c2cnn(-c3ccccc3)c(=O)c2c(C)n1C(C)C(=O)Nc1ccc(Br)cc1F (stereo not drawn) | -16% | 2%
Fc1ccc(-n2ncc3c(N4CCN(Cc5ccccc5)CC4)ncnc32)cc1 | -6% | -9%
Cc1ccc(-c2nnc(Nc3ccc(Cl)cc3)c3ccccc23)cc1S(=O)(=O)N1CCOCC1 | -4% | u
COc1ccc(CNC(=O)Cc2c(C(=O)O)c(C)cn2C)cc1 | 1% | 4%
COc1cccc(CCNC(=O)Cn2c(-c3cccs3)cc3ccccc32)c1 | 2% | -4%
Cc1c(Cl)cccc1NC(=O)CCS(=O)(=O)c1ccc2c(c1)CC(C)N2C(=O)C1CC1 (stereo not drawn) | -4% | -7%
Cc1nnc(NC(=O)CSc2nccn2-c2cccc(Cl)c2)s1 | 13% | 0%
CC(=O)N1c2ccc(S(=O)(=O)NCCc3cccc(C)c3)cc2CC1C (stereo not drawn) | 2% | 8%
Cc1c(-c2ccc(Br)cc2)c(=O)oc2ccc(OC(=O)N3CCOCC3)cc12 | -16% | 35%
Cc1oc2ncn(CC(C)C)c(=O)c2c1C(=O)N(CCN(C)C)Cc1ccccc1 | -5% | 9%
CCc1ccc(NC(=O)C2CCCN(S(=O)(=O)c3ccc(F)cc3)C2)cc1 (stereo not drawn) | -1% | -3%

Copied from the listing (six entries):
SMILES | Abeta rescue | FUS suppressor
COc1ccc(CNC(=O)Cc2c(C(=O)O)c(C)cn2C)cc1 | 1% | 4%
COc1cccc(CCNC(=O)Cn2c(-c3cccs3)cc3ccccc32)c1 | 2% | -4%
Cc1c(Cl)cccc1NC(=O)CCS(=O)(=O)c1ccc2c(c1)CC(C)N2C(=O)C1CC1 (stereo not drawn) | -4% | -7%
Cc1nnc(NC(=O)CSc2nccn2-c2cccc(Cl)c2)s1 | 13% | 0%
CC(=O)N1c2ccc(S(=O)(=O)NCCc3cccc(C)c3)cc2CC1C (stereo not drawn) | 2% | 8%
Cc1c(-c2ccc(Br)cc2)c(=O)oc2ccc(OC(=O)N3CCOCC3)cc12 | -16% | 35%

(next part)
SMILES | Abeta rescue | FUS suppressor
CCc1nnc2n1N(C(C)=O)C(c1ccc(C(C)(C)C)cc1)=C(C(C)=O)S2 | 5% | 42%
Cc1c(Cl)cccc1NC(=O)Cn1nc(C)c2sc3ccccc3c2c1=O | -12% | -10%
O=C(CN1CCN(Cc2ccc(Cl)cc2)C1=O)NCc1ccc(F)cc1 | -12% | 18%
Cc1ccc(OCC(=O)OCc2cc(=O)n3nc(C4CCCCC4)sc3n2)cc1 | -9% | 4%
Cc1cccc(C)c1Nc1c(-c2cccs2)nc2ncccn12 | -9% | -11%
CN(C)CCNC(=O)c1ccc(Cn2c(=O)c3cccn3c3cccnc32)cc1 | -9% | 0%
COc1ccc(NC(=O)Cn2c(=O)oc3cc(S(=O)(=O)N4CCCC4)ccc32)cc1OC | -32% | -1%
COc1ccccc1CNC(=O)c1ccc(CSc2nc3ccncc3n2Cc2cccc(F)c2)cc1 | -11% | 25%
Cc1ccc(C)c(N2CCN(CCCNC(=O)c3cnn(-c4ccccc4)c3C3CCN(C(=O)OC(C)(C)C)CC3)CC2)c1 | 0% | u
Cc1ccc(NC(=O)C2CCCN2S(=O)(=O)c2ccc3c(c2)CCCC(=O)N3)cc1C (stereo not drawn) | -19% | 33%
O=C(CCCCn1c(=O)c2ccccc2n(Cc2ccccc2Cl)c1=O)NCCc1ccccc1 | -13% | -21%
Cc1cccc(NC(=O)c2cc(S(=O)(=O)N3CCCCCC3)cn2C)c1C | -1% | 39%
COc1ccc(-c2noc(-c3ccc(NCc4cccnc4)c([N+](=O)[O-])c3)n2)cc1 | -9% | 4%
CCCN(CCC)C(=O)c1nn(C)c2c1CSc1ccc(C)cc1-2 | -7% | 18%
Cc1ccc(CNC(=O)CSc2nc3c(sc4ccccc43)c(=O)n2CCCOC(C)C)cc1 | 3% | -27%
Cc1ccc(CNC(=O)c2c(O)nc3c(C)cccn3c2=O)cc1 | -35% | -13%
CCn1nc(-c2ccccc2)c(-c2ccccc2)c(C(=O)Nc2nc(C)c(C(=O)N(C)C)s2)c1=O | 4% | 33%
CC(C)c1nnc(N2C(=O)c3oc4ccccc4c(=O)c3C2c2cccc(O)c2)s1 (stereo not drawn) | 0% | 9%
CC(C)CCNC(=O)CSc1nc2ccccc2nc1Cc1ccccc1 | -2% | 6%
Cc1cn2c(=O)cc(COc3ccc(NC(=O)c4ccccc4C)cc3)nc2s1 | -9% | -26%
COc1ccc(-n2nc(C(=O)N3CCN(c4ccccc4OC)CC3)c3c4ccccc4n(C)c3c2=O)cc1 | 0% | -21%
Cc1cc(C)c(/C=C/c2onc(C)c2S(=O)(=O)N2CCC(C(=O)NCCc3ccccc3)CC2)c(C)c1 | 12% | 43%
COC(=O)c1cc2sccc2n1Cc1ccc(F)cc1Cl | 3% | 3%
O=C(c1cccc(Cl)c1)N(Cc1ccco1)Cc1ccccc1Cl | -5% | 24%
COc1ccc(NC(=O)N(CCC(C)C)C(C)c2cccs2)c(OC)c1 (stereo not drawn) | 6% | 36%

Full records as entered above. Order of screens: Abeta rescue, FUS suppressor
Cc1c(Cl)cccc1NC(=O)Cn1nc(C)c2sc3ccccc3c2c1=O across the screens: -12%, -10%
CCc1nnc2n1N(C(C)=O)C(c1ccc(C(C)(C)C)cc1)=C(C(C)=O)S2 across the screens: 5%, 42%
Cc1cc(C)c(/C=C/c2onc(C)c2S(=O)(=O)N2CCC(C(=O)NCCc3ccccc3)CC2)c(C)c1 across the screens: 12%, 43%

Next part.
SMILES | Abeta rescue | FUS suppressor
Cc1ccc(Cl)cc1N1CCN(C(=O)c2cn(C)c3ccc(S(=O)(=O)N4CCCC4)cc3c2=O)CC1 | -3% | 28%
O=c1c(N2CCN(c3cccc(C(F)(F)F)c3)CC2)csc2ccc(Cl)cc12 | -12% | 23%
CCN(CC)CCCNC(=O)Cn1nc(C)n2c(cc3sccc32)c1=O | -13% | -17%
O=c1[nH]c(SCc2c(F)cccc2Cl)nc2c1CCCC2 | -4% | -16%
Cc1ccc(-c2nnc(SCc3ccccc3)o2)cc1 | -12% | 5%
CCc1ccc(NC(=O)c2ccc(F)c(S(=O)(=O)NC3CCCCCC3)c2)cc1 | -2% | -7%
Cc1ccc(-c2nc(S(=O)(=O)c3ccc(Cl)cc3)c(N3CCCCC3)o2)cc1 | -23% | 6%
Cc1ccc(CNC(=O)c2nc(SCc3ccc(F)cc3)ncc2Cl)cc1 | -1% | -22%
Cc1ccc2nc(CN3CCN(S(=O)(=O)c4ccc(C(C)C)cc4)CC3)oc2c1 | 26% | u
CCOC(=O)c1cc(C)n(CC2CCC(C(=O)Nc3cccc(Cl)c3)CC2)c1C (stereo not drawn) | 3% | -13%
COc1ccc(NC(=O)Cc2csc(COc3cccc(C)c3)n2)c(OC)c1 | 0% | 9%
COc1ccc(-c2nc(SCC(=O)Nc3ccc4c(c3)OCO4)c(-c3ccccc3)[nH]2)cc1 | 14% | 23%
O=C(NCc1ccc2c(c1)CCN2C(=O)c1ccncc1)c1ccccc1F | -7% | 7%
CCC1CCCCN1C(=O)CSc1n[nH]c(-c2ccccc2Cl)n1 (stereo not drawn) | 5% | -2%
Cc1cccc(N2CCN(C(=O)CS(=O)(=O)Cc3nc(-c4ccccc4C)oc3C)CC2C)c1 (stereo not drawn) | 24% | u
Cc1ccc(NC(=O)CN2C(=O)C(c3ccccc3)=NC23CCCCC3)cc1C | u | 22%
Cc1ccc(C)c(NC(=O)CCCn2nc(C)c3sc4ccccc4c3c2=O)c1 | -6% | -6%
Cc1ccc(OCCSc2nc(-c3ccccc3C)nc3cc(=O)[nH]n23)cc1Cl | -17% | 13%
Cc1ccc(NC(=O)c2c(C)oc3ncn(C)c(=O)c23)cc1F | -46%[inhibitor] | -5%
COc1ccc(C(=O)NNc2ncnc3c2cnn3-c2cccc(Cl)c2)cc1OC | -12% | -7%
Cc1nc2ccccc2n1CCc1nc2c3ccccc3nc(SCc3ccccc3F)n2n1 | -7% | 7%
COc1cc(C(=O)NCc2nc(-c3ccc(Cl)cc3)no2)cc(OC)c1OC | -19% | -11%
COc1cccc(NC(=O)CSCc2cc(=O)c3ccc(C)c(C)c3[nH]2)c1 | -7% | -5%
Cc1ccc(CNC(=O)C(=O)Nc2c3c(nn2-c2ccccc2)CSC3)cc1 | -1% | 25%
COc1ccccc1CNC(=O)CCC1N=C2c3ccccc3N=C(SCC(=O)Nc3ccc(N(C)C)cc3)N2C1=O (stereo not drawn) | -32% | u
CCN(CC)CCOC(=O)c1ccc(NC(=O)CSc2cc(=O)n(CC)c3ccccc23)cc1 | -12% | 22%
O=S(=O)(c1ccc(Br)cc1)c1nnn2c1nc(N1CCOCC1)c1sccc12 | -7% | 14%
CC1CCc2c(sc3nnn(CC(=O)Nc4ccc(Cl)cc4)c(=O)c23)C1 (stereo not drawn) | 14% | -6%
COc1ccccc1Nc1c2c(nc3ccc(NC(=O)c4cccc(F)c4)cc13)CCCC2 | -5% | 21%
COc1ccc(-n2ccn(CC(=O)Nc3ccccc3C(F)(F)F)c(=O)c2=O)cc1OC | -14% | 17%

As entered above:
FUS suppressor result of Cc1ccc(C)c(NC(=O)CCCn2nc(C)c3sc4ccccc4c3c2=O)c1 stands at -6%
FUS suppressor result of CCN(CC)CCCNC(=O)Cn1nc(C)n2c(cc3sccc32)c1=O stands at -17%
Abeta rescue result of O=C(NCc1ccc2c(c1)CCN2C(=O)c1ccncc1)c1ccccc1F stands at -7%
Abeta rescue result of O=S(=O)(c1ccc(Br)cc1)c1nnn2c1nc(N1CCOCC1)c1sccc12 stands at -7%
Abeta rescue result of COc1cccc(NC(=O)CSCc2cc(=O)c3ccc(C)c(C)c3[nH]2)c1 stands at -7%
